Bioassay records (PubChem BioAssay)
FLuc stim CS = affects firefly luciferase, flagging false hits in luciferase stimulation screens; P08659; ATPlite luciferase biochemical, luminescence, 10 min; 0 = ATP-free wells, 1 = DMSO control; activation factor at 10 µM; 200,000 tested, under 10 active; AID 1027;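 active means luciferase activation factor, scaled between plate controls, of at least 2 with compound at 10 µM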
Target sequence (P08659 whole entry, looked up): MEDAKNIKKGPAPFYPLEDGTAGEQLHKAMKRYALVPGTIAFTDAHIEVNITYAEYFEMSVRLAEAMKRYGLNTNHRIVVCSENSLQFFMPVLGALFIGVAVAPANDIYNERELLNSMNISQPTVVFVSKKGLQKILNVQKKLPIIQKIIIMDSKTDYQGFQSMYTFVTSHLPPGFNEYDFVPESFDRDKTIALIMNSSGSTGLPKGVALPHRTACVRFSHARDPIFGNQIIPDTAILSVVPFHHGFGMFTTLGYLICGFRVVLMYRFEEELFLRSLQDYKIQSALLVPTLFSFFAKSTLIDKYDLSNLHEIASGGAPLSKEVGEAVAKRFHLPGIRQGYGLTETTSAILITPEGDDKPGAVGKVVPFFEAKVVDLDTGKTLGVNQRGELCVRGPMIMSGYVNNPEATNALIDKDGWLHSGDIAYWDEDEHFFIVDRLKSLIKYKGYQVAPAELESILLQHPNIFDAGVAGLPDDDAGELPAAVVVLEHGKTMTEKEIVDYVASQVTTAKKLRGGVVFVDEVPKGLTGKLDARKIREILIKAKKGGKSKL
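assay system = Luciferase/luciferin detection reagent, cell-free biochemical luciferase assay | also added = ATP substrate | times = 10 min post-reagent at room temperature | measured by = luminescence from luciferase reaction | measure = luciferase activation, seen as luminescence increase over controls | benchmarks = low control with PBS replacing ATP, high control enzyme plus ATP without compound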
STAT1 act = increases IFN-gamma driven STAT1 reporter signal. activation (% of control), % at 5.5 µM. NIH 3T3 STAT1-luciferase reporter, luminescence; 100% = IFN-gamma alone, no compound. actives 2.6% (n = 200,000);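 active means activation above the screen-wide mean activation plus 3 SD, cut at about 130% in these data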;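 further: raw ratio to IFN-gamma control signal so 100% means no change and 0% no light; values of inactives mirror those of a sister screen read the other way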
STAT3 activator = increases IL-6 driven STAT3 reporter signal; activation (% of control), % at 5.6 µM; U3A cells, IL-6 STAT3-luciferase reporter, luminescence; 100% = signal with IL-6 EC80 alone; actives 0.91% (n = 190,000);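 active means activation above the screen-wide mean of compound activation plus 3 SD, cut at about 130% in these data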;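 further: 0% = background luminescence of wells with medium and substrate only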
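Detection: reporter luminescence signal / Assay system: STAT1-lacking human U3A cells, STAT3 luciferase reporter / Incubation: compound pre-incubation 1 h before IL-6, then 6 h stimulation at 37 °C / Control set: IL-6-only high control / Read-out: % activation relative to IL-6 control / Probe or stimulus: Interleukin-6, 33 ng/mL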
FLuc inhib CS = inhibits firefly luciferase, flagging false hits in luciferase inhibition screens; P08659; AID 1006; inhibition, % at 10 µM; actives 1.5% (n = 200,000); ATPLite firefly luciferase biochemical luminescence, 10 min;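 active means inhibition above about 50% when tested at 10 µM, limit read from the data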
STAT1 inh = STAT1 signaling inhibition. actives 0.35% (n = 200,000). inhibition, % at 5.5 µM. NIH 3T3 STAT1-luciferase reporter, IFN-gamma, luminescence;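 active means inhibition above a set limit, the mean inhibition across all tested compounds plus 3 SD, cut at about 34% in these data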;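 further: 0% = IFN-gamma with DMSO and 100% = IFN-gamma with 300 µM nifuroxazide; values of inactives mirror those of a sister screen read the other way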
APP 5'UTR act = activates APP 5'UTR luciferase reporter | SH-SY5Y APP 5'UTR luciferase reporter, luminescence; zero percent = DMSO vehicle wells | activation, % at 2 µM | actives 1% (n = 190,000);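 active means activation above a set limit, based on mean plus 3 SD of controls, cut at about 140% in these data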; further: values of inactives mirror those of a sister screen read the other way
NF-kB neuron act = compounds increasing NF-kB expression in human neuronal cells. NF-kB reporter expression; active compounds read high. fold change at 12.5 µM. actives 1.6% (n = 190,000). AID 1239; in the data active means fold change above about 3.3
APP transl inh = APP translation inhibition; SH-SY5Y APP 5'UTR-luciferase reporter, luminescence; inhibition, % at 2 µM; actives 0.82% (n = 190,000); AID 1285;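 active means inhibition above a set limit, derived from the sample mean plus 3 SD, cut at about 45% in these data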; further: values of inactives mirror those of a sister screen read the other way
ROMK primary = modulates human ROMK potassium channel activity | actives 2% (n = 130,000) | Tet-inducible ROMK, thallium flux fluorescence; actives lie on both sides | B-score at 10 µM;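 active means signal ratio slope over the read window, or its plate-corrected B-score, at least 3 SD from the plate mean, either direction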;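 further: B-score of the F/F0 ratio slope over 7 to 12 s after thallium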
Target sequence (P48048 whole entry, looked up): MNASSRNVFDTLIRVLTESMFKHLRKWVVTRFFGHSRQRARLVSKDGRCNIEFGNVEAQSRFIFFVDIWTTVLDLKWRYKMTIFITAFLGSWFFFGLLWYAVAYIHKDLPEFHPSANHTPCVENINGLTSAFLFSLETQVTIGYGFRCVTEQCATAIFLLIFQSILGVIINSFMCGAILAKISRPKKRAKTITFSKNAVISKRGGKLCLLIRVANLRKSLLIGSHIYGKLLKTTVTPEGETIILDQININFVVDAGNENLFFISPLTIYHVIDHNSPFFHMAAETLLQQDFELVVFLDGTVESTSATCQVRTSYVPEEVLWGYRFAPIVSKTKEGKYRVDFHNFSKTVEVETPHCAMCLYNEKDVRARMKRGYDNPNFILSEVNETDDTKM
STAT3 blocker = inhibitors of IL-6 induced STAT3 signaling; U3A cells, IL-6 STAT3-luciferase reporter, luminescence; host cell line lacks STAT1; inhibition, % at 5.5 µM; actives 0.89% (n = 190,000);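 active means inhibition above the mean inhibition across all screened compounds plus 3 SD, cut at about 44% in these data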;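 further: 0% = DMSO only wells and 100% = 100 µM nifuroxazide control wells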
* = called active by the depositor. No enrichment for hits; any-hit rate near 7.1%.

Screening CCCC(=O)Nc1ccc2c(c1)C(=O)N(CCC(=O)O)C2=O returned FLuc stim CS 1.1, STAT1 act 104, STAT3 activator 100, FLuc inhib CS -8, STAT1 inh -4, APP 5'UTR act 10, NF-kB neuron act 1.2, APP transl inh -10, ROMK primary 0.16 and STAT3 blocker 3.
CC(C)Cn1c(SCC(=O)Nc2ncccn2)nc2ccccc21 was read as FLuc stim CS 1, STAT1 act 104, STAT3 activator 100, FLuc inhib CS -3, STAT1 inh -4, APP 5'UTR act -2, NF-kB neuron act 1.1, APP transl inh 2, ROMK primary -0.19 and STAT3 blocker 0.
`C=CCn1c(CSc2nc3ccccc3s2)nnc1SCC(=O)OCC` gave FLuc stim CS 1, STAT1 act 98, STAT3 activator 115, FLuc inhib CS -2, STAT1 inh 2, APP 5'UTR act -9, NF-kB neuron act 1.1, APP transl inh 9 and STAT3 blocker -10.
Screening O=C(CN1C(=O)S/C(=C\c2ccccc2)C1=O)NNC(=O)c1ccccc1O returned FLuc stim CS 1, STAT1 act 96, STAT3 activator 102, FLuc inhib CS -4, STAT1 inh 4, APP 5'UTR act -5, NF-kB neuron act 1.1, APP transl inh 6 and STAT3 blocker -4.
Screening O=S(=O)(N1CCOCC1)n1c(Cc2ccccc2)nc2ccccc21 returned FLuc stim CS 1, STAT1 act 103, STAT3 activator 102, FLuc inhib CS -4, STAT1 inh -4, APP 5'UTR act -19, NF-kB neuron act 1.6, APP transl inh 19 and STAT3 blocker 1.
CN(C)CCNC(=O)c1ccc(COCC(F)(F)F)cc1 was read as FLuc stim CS 1.1, STAT1 act 91, STAT3 activator 113, FLuc inhib CS -6, STAT1 inh -1, APP 5'UTR act 6, NF-kB neuron act 1.1, APP transl inh -6, ROMK primary -0.24 and STAT3 blocker -14.
`O=C(CCCn1c(SCC(=O)NCC2CCCO2)nc2ccccc2c1=O)NCC1CCCO1` (stereo unspecified) gave FLuc stim CS 1.1, STAT1 act 95, STAT3 activator 105, FLuc inhib CS -6, STAT1 inh 5, APP 5'UTR act 9, NF-kB neuron act 1.4, APP transl inh -9 and STAT3 blocker -5.
COc1cc(OC)c(C2=NOC(C(=O)N3CCc4ccccc4C3)C2)cc1Cl (stereo unspecified) was read as FLuc stim CS 1, STAT1 act 97, STAT3 activator 74, FLuc inhib CS -3, STAT1 inh 3, APP 5'UTR act -9, NF-kB neuron act 0.91, APP transl inh 9 and STAT3 blocker 37.
CC(=O)Nc1ccc(S(=O)(=O)NNC(=O)c2cccc(Cl)c2)cc1 was read as FLuc stim CS 1, STAT1 act 100, STAT3 activator 89, FLuc inhib CS -5, STAT1 inh 2, APP 5'UTR act -5, NF-kB neuron act 1, APP transl inh 5, ROMK primary 0.31 and STAT3 blocker 18.
Screening COc1cccc(C(=O)N/N=C(/CCC(=O)O)c2ccccc2)c1 returned FLuc stim CS 1, STAT1 act 110, STAT3 activator 104, FLuc inhib CS -3, STAT1 inh -11, APP 5'UTR act 3, NF-kB neuron act 1.7, APP transl inh -3, ROMK primary 0.68 and STAT3 blocker -7.
Screening CCOc1ccc2[nH]c(=O)c(C(c3nnnn3Cc3ccco3)N3CCCC(C)C3)cc2c1 (stereo unspecified) returned FLuc stim CS 1, STAT1 act 95, STAT3 activator 107, FLuc inhib CS 0, STAT1 inh 5, APP 5'UTR act 8, NF-kB neuron act 0.71, APP transl inh -8, ROMK primary -0.77 and STAT3 blocker -4.
O=c1c2ccccc2cnn1-c1ccc(Cl)nn1 was read as FLuc stim CS 0.9, STAT1 act 111, STAT3 activator 88, FLuc inhib CS 6, STAT1 inh -14, APP 5'UTR act 8, NF-kB neuron act 1.4, APP transl inh -8, ROMK primary 0.56 and STAT3 blocker 16.
For CSCCC(NS(=O)(=O)c1ccc(Cl)cc1)C(=O)OCc1c(Cl)cccc1Cl (stereo unspecified) the results were FLuc stim CS 1.1, STAT1 act 98, STAT3 activator 104, FLuc inhib CS -8, STAT1 inh 2, APP 5'UTR act -4, NF-kB neuron act 0.74, APP transl inh 4, ROMK primary 0.14 and STAT3 blocker -7.
`Cc1csc(SCC(=O)NCc2cccc(Cl)c2)n1` gave FLuc stim CS 1, STAT1 act 100, STAT3 activator 108, FLuc inhib CS 0, STAT1 inh -1, APP 5'UTR act 5, NF-kB neuron act 1.4, APP transl inh -4, ROMK primary -0.63 and STAT3 blocker -7.
`CC12CCC(C(=O)Nc3nc4ccccc4s3)(OC1=O)C2(C)C` (stereo unspecified) gave FLuc stim CS 0.9, STAT1 act 122, STAT3 activator 112, FLuc inhib CS 8, STAT1 inh -25, APP 5'UTR act 32, NF-kB neuron act 2.2, APP transl inh -32, ROMK primary -2 and STAT3 blocker -13.
`CSc1nnc(-c2cnccn2)n1CCCN1CCCC1=O` gave FLuc stim CS 1, STAT1 act 100, STAT3 activator 107, FLuc inhib CS -5, STAT1 inh 0, APP 5'UTR act 24, NF-kB neuron act 1.2, APP transl inh -24, ROMK primary 0.7 and STAT3 blocker -2.
Screening O=C(O)CSCC(=O)N1CCN(S(=O)(=O)c2ccccc2)CC1 returned FLuc stim CS 1.1, STAT1 act 104, STAT3 activator 101, FLuc inhib CS -7, STAT1 inh -4, APP 5'UTR act 0, NF-kB neuron act 1.2, APP transl inh 0, ROMK primary 0.5 and STAT3 blocker 2.
CCCc1ccc(Oc2c(-c3ccc(O)c(C)c3O)n[nH]c2C)cc1 was read as FLuc stim CS 1.1, STAT1 act 100, STAT3 activator 97, FLuc inhib CS -7, STAT1 inh -1, APP 5'UTR act -16, NF-kB neuron act 1, APP transl inh 16 and STAT3 blocker 9.
CC(C(=O)N1CCN(c2ccccc2)CC1)N1C(=O)C2CC=CCC2C1=O (stereo unspecified) was read as FLuc stim CS 1, STAT1 act 102, STAT3 activator 103, FLuc inhib CS -2, STAT1 inh -2, APP 5'UTR act 44, NF-kB neuron act 1, APP transl inh -44 and STAT3 blocker 5.
Screening COc1ccc(C(=O)Nc2ccc(C)cc2C(=O)c2ccccc2)cc1 returned FLuc stim CS 1.1, STAT1 act 90, STAT3 activator 96, FLuc inhib CS -5, STAT1 inh 11, APP 5'UTR act 8, NF-kB neuron act 1.2, APP transl inh -8 and STAT3 blocker 9.
CN(c1ccccc1)S(=O)(=O)c1ccc(NC(=O)C2CCCCC2C(=O)O)cc1 (stereo unspecified) was read as FLuc stim CS 1, STAT1 act 98, STAT3 activator 106, FLuc inhib CS -5, STAT1 inh -2, APP 5'UTR act 18, NF-kB neuron act 1.1, APP transl inh -18 and STAT3 blocker 3.
`O=C(CCCCCNc1nc(=S)[nH]c2ccccc12)N1CCN(c2ccccn2)CC1` gave FLuc stim CS 1, STAT1 act 89, STAT3 activator 90, FLuc inhib CS -3, STAT1 inh 12, APP 5'UTR act 0, NF-kB neuron act 0.45, APP transl inh 0, ROMK primary -0.015 and STAT3 blocker 16.
`Cc1c(Cl)c([N+](=O)[O-])nn1CC(=O)N1CCCC1` gave FLuc stim CS 1, STAT1 act 98, STAT3 activator 98, FLuc inhib CS -3, STAT1 inh 4, APP 5'UTR act 0, NF-kB neuron act 0.95, APP transl inh 0, ROMK primary -0.41 and STAT3 blocker 1.
`Cc1ccc(C(=O)N/C(=C\c2ccc(-c3cc(Cl)ccc3Cl)o2)C(=O)NCc2cccnc2)cc1` gave FLuc stim CS 1.1, STAT1 act 101, STAT3 activator 107, FLuc inhib CS -7, STAT1 inh -1, APP 5'UTR act 2, NF-kB neuron act 0.54, APP transl inh -2, ROMK primary 0.21 and STAT3 blocker -1.
For COc1ccc(NC(=O)CSc2nnc(CCC(=O)Nc3ccc(C)c(Cl)c3)n2C)cc1 the results were FLuc stim CS 1, STAT1 act 106, STAT3 activator 105, FLuc inhib CS 0, STAT1 inh -1, APP 5'UTR act -10, NF-kB neuron act 1.1, APP transl inh 10 and STAT3 blocker 4.
O=C1C2CCCN2c2ccc(S(=O)(=O)N3CCOCC3)cc2N1Cc1ccccc1F (stereo unspecified) was read as FLuc stim CS 1, STAT1 act 100, STAT3 activator 108, FLuc inhib CS 1, STAT1 inh 0, APP 5'UTR act 17, NF-kB neuron act 0.79, APP transl inh -17 and STAT3 blocker -7.
O=S(=O)(c1ccc(NC(=S)Nc2ccc(OC(F)F)cc2)cc1)N1CCOCC1 was read as FLuc stim CS 1.1, STAT1 act 95, STAT3 activator 86, FLuc inhib CS -6, STAT1 inh 5, APP 5'UTR act -14, NF-kB neuron act 1.3, APP transl inh 14, ROMK primary 0.47 and STAT3 blocker 18.
COCCn1c(SCC(=O)c2[nH]c(C)c(C(C)=O)c2C)nc2ccccc21 was read as FLuc stim CS 1.1, STAT1 act 89, STAT3 activator 91, FLuc inhib CS -8, STAT1 inh 12, APP 5'UTR act 4, NF-kB neuron act 0.9, APP transl inh -4 and STAT3 blocker 16.
For C=CCn1c(SCC(=O)NCc2ccccc2)nnc1-c1ccccc1O the results were FLuc stim CS 1, STAT1 act 104, STAT3 activator 107, FLuc inhib CS 1, STAT1 inh 1, APP 5'UTR act -7, NF-kB neuron act 1, APP transl inh 7, ROMK primary 0.17 and STAT3 blocker -4.
COc1ccccc1COCC(O)CN(Cc1ccco1)Cc1ccccc1O (stereo unspecified) was read as FLuc stim CS 1, STAT1 act 91, STAT3 activator 103, FLuc inhib CS -3, STAT1 inh 10, APP 5'UTR act 1, NF-kB neuron act 1, APP transl inh -1, ROMK primary -1.5 and STAT3 blocker -7.
For Oc1c(I)cc(I)c2cccnc12 the results were FLuc stim CS 1.1, STAT1 act 101, STAT3 activator 108, FLuc inhib CS -8, STAT1 inh -1, APP 5'UTR act 26, NF-kB neuron act 1.1, APP transl inh -26 and STAT3 blocker -7.
For CC(C)(C)NC(=O)C(Cc1ccccc1)NS(=O)(=O)c1ccc2c(c1)CCC(=O)N2 (stereo unspecified) the results were FLuc stim CS 1, STAT1 act 99, STAT3 activator 108, FLuc inhib CS -2, STAT1 inh 1, APP 5'UTR act 9, NF-kB neuron act 0.73, APP transl inh -9 and STAT3 blocker -6.
O=C(Nc1ccccn1)C(=O)N1CCCCC1 was read as FLuc stim CS 1, STAT1 act 104, STAT3 activator 109, FLuc inhib CS -3, STAT1 inh -4, APP 5'UTR act 21, NF-kB neuron act 1.3, APP transl inh -21 and STAT3 blocker -10.
C/C(CC(=O)Nc1ccccn1)=N\NC(=O)c1ccc(C)cc1 was read as FLuc stim CS 1, STAT1 act 101, STAT3 activator 97, FLuc inhib CS 1, STAT1 inh -1, APP 5'UTR act -1, NF-kB neuron act 1.3, APP transl inh 1, ROMK primary -0.072 and STAT3 blocker 7.

Three entries already listed, sorted by SMILES length, rising:
For Oc1c(I)cc(I)c2cccnc12 the results were FLuc stim CS 1.1, STAT1 act 101, STAT3 activator 108, FLuc inhib CS -8, STAT1 inh -1, APP 5'UTR act 26, NF-kB neuron act 1.1, APP transl inh -26 and STAT3 blocker -7.
O=C(Nc1ccccn1)C(=O)N1CCCCC1 was read as FLuc stim CS 1, STAT1 act 104, STAT3 activator 109, FLuc inhib CS -3, STAT1 inh -4, APP 5'UTR act 21, NF-kB neuron act 1.3, APP transl inh -21 and STAT3 blocker -10.
C/C(CC(=O)Nc1ccccn1)=N\NC(=O)c1ccc(C)cc1 was read as FLuc stim CS 1, STAT1 act 101, STAT3 activator 97, FLuc inhib CS 1, STAT1 inh -1, APP 5'UTR act -1, NF-kB neuron act 1.3, APP transl inh 1, ROMK primary -0.072 and STAT3 blocker 7.
